# PhoP GFP inhibition – PhoP regulon inhibitors, Salmonella typhi PhoP promoter GFP reporter, confirmatory (AID 1850); 310,000 compounds, 0.33% hits; Salmonella Typhi PhoP-promoter GFP reporter, fluorescence, 4 h; higher % means a stronger effect; one-dose inhibition, % at 50 µM; IC50 in µM for titrated hits; in the data active = a potency from the dose series; inconclusive = inhibition mostly from about 25% at the one dose, without a potency; inactive = the rest, 99 in 100 with inhibition below about 19%;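 note: 0% = induced wells with vehicle and 100% = uninduced wells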
# inhibitors of VEEV – inhibitors of VEEV TC-83 cytopathic effect, confirmation, Vero cells (AID 588727) | inhibition, % at 20 µM; hits with a dose series show IC50 in µM | 350,000 compounds, 0.13% hits | Vero cells, VEEV TC-83 cytopathic effect inhibition; higher % means a stronger effect; in the data active = a potency from the dose series; inconclusive = inhibition mostly from about 14% at the one dose, without a potency; inactive = the rest, 99 in 100 with inhibition below about 12%; note: strong numbers were not always called active
# tuberculosis growth – growth inhibition of non-replicating M. tuberculosis (AID 488890); Mycobacterium tuberculosis non-replicating, growth inhibition; higher % means a stronger effect; one-dose inhibition, % at 25 µM; IC50 in µM for titrated hits; 320,000 compounds, 0.39% hits; in the data active = a potency from the dose series; inconclusive = inhibition mostly from about 82% at the one dose, without a potency; inactive = the rest, 99 in 100 with inhibition below about 76%;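 note: plate controls were DMSO cells for no effect and high antibiotic wells for full effect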
# influenza NS1A – H1N1 influenza NS1A inhibitors, functional cell based assay (AID 504329); inhibition, % at 12.5 µM, or IC50 in µM where a hit was titrated; 340,000 compounds, 0.3% hits; NS1A functional cell-based assay, percent inhibition; higher % means a stronger effect; in the data active = a potency from the dose series; inconclusive = inhibition above about 27% without an active follow-up result; note: strong numbers were not always called active
# M. tuberculosis HTS – M. tuberculosis growth inhibition, HTS (AID 449762). M. tuberculosis H37Rv growth inhibition, 7H9 media; higher % means a stronger effect. 330,000 compounds, 0.59% hits. one-dose inhibition, % at 25 µM; IC50 in µM for titrated hits; in the data active = a potency from the dose series; inconclusive = inhibition above about 70% without an active follow-up result;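 note: bacterial growth assessed after seven days of incubation; strong numbers were not always called active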
# inhibitors of VEEV 10K pilot screen – also measured in inhibitors of VEEV; calls as there; inhibition, %; measured here: 10K pilot screen inhibition
# Numbers without * were called inactive; i = inactive; ? = inconclusive; / = not tested or not shown.
SMILES,PhoP GFP inhibition,inhibitors of VEEV,tuberculosis growth,influenza NS1A,M. tuberculosis HTS,others
COc1ccc(Cl)cc1NC(=S)NCc1ccccn1,-2%,i,?,-5%,-8%,
O=C(Nc1nc2ccccc2s1)C1CCCN1S(=O)(=O)c1ccc(Cl)cc1 (stereo unspecified),3%,1.1%,31%,1%,?,
Cc1cc(N2CCN(c3ccccn3)CC2)n2nc(C)nc2n1,13%,1.5%,-8%,-2%,7%,
COc1ccccc1NC(=O)CCC(=O)Nc1nnc(C(F)(F)F)s1,1%,1.4%,-2%,8%,3%,
O=C(CCn1cnc(-c2ccccc2)c1-c1ccccc1)N/N=C/c1ccc(O)cc1,-1%,0.7%,33%,8%,0%,
C[C@@H](NC(=O)c1[nH]cnc1C(=O)Nc1ccon1)c1ccccc1,/,0.6%,31%,12%,14%,
Cc1nnn(-c2nonc2N)c1C(=O)N/N=C/c1ccccc1O,-5%,0.1%,-13%,-11%,5%,
CCCCCn1c(=O)[nH]c2cc(C(=O)N3CCN(c4ccc(C(C)=O)cc4)CC3)ccc2c1=O,5%,3.0%,16%,-9%,9%,
CSc1nsc(SC)c1NC(=O)N1CCCCC1,-5%,i,-11%,4%,-1%,
CC(C)CCN1CC(=O)N2Cc3[nH]c4ccccc4c3C[C@H]2C1=O,10%,1.4%,-4%,20%,1%,
CCOC(=O)Cn1ncc(-c2ccccc2)c1N,0%,i,-1%,-20%,-10%,
CCOc1ccccc1N=Cc1c(O)c2ccccc2oc1=O,-7%,1.6%,50%,3%,-9%,
CCOC(=O)C1(CCOc2ccccc2)CCN(Cc2cnc(C)s2)CC1,-29%,i,24%,-1%,0%,
Cc1cc(NC(=O)c2noc3c2CCCC3)n(-c2ccccc2)n1,-1%,i,18%,-10%,9%,
CC(C)[C@H](NS(=O)(=O)c1cccc(Cl)c1)C(=O)OCC(=O)N1CCN(c2ccccc2)CC1,5%,i,73%,0%,70%,
Cc1ccc(S(=O)(=O)Nc2cc(Cl)ccc2-n2cncn2)cc1,/,1.0%,-4%,-4%,3%,
Cc1ccccc1CC(=O)N1CCCC(CNC(=O)c2ccc(F)cc2)C1 (stereo unspecified),-2%,0.3%,1%,-11%,4%,
COc1ccc(-c2n[nH]c(=S)nc2-c2ccc(OC)cc2)cc1,5%,1.3%,-11%,-5%,13%,
Cc1ccc(S(=O)(=O)N2CCc3c2cc([N+](=O)[O-])cc3[N+](=O)[O-])cc1,-9%,0.3%,-5%,6%,0%,
Cc1cccc(OCC(=O)NCCNC(=O)c2ccccn2)c1,18%,0.1%,-6%,5%,-1%,
Cc1ccc(NC(=O)COC(=O)CNC(=O)c2cccc([N+](=O)[O-])c2)cc1S(=O)(=O)N1CCCCCC1,-2%,0.2%,-2%,-1%,-9%,
C=C(C)c1cccc(C(C)(C)NC(=O)NC2CCCC2)c1,8%,i,-8%,-7%,-9%,inhibitors of VEEV 10K pilot screen=0.0
Cc1ccc(/C([O-])=C(/C(=S)NCc2ccc3c(c2)OCO3)[n+]2ccc(N(C)C)cc2)c(C)c1,12%,0.4%,39%,12%,3%,
COc1ccc2c(c1)C(c1ccc(N3CCOCC3)cc1)=NNC(c1cccnc1)=N2,1%,10%,11%,3%,2%,
O=C(Nc1ccccc1Cl)N1CCN(c2ncccn2)CC1,10%,1.8%,-12%,-17%,0%,
O=C(CNC(=O)c1cccnc1)N/N=C/c1cccnc1,1%,1.8%,-6%,-6%,-2%,
NNC(=O)c1csc(-c2ccccc2)n1,-4%,i,0%,0%,?,
Cn1c(=O)c([N+](=O)[O-])c(NCC2CCCO2)c2ccccc21 (stereo unspecified),2%,0.9%,-11%,0%,-1%,
CCOC(=O)c1ccc(NC(=O)NC2CC3CCC(C2)N3Cc2nnnn2C(C)(C)C)cc1 (stereo unspecified),-13%,1.4%,-7%,1%,-12%,
COCC(=O)Nc1nc2ccc(C)cc2s1,2%,2.0%,/,11%,-9%,
CCCCOc1ccc(C(=O)Nc2ccc(S(=O)(=O)Nc3cc(C)on3)cc2)cc1OC,20%,i,25%,11%,3%,
COC(=O)C1=C(O)/C(=C\c2cc(C)n(-c3ccccc3C)c2C)N=C1C,-6%,1.7%,23%,8%,6%,
[O-][n+]1cccc2ncc3cscc3c21,-12%,2.2%,12%,-11%,11%,
COc1ccc(-c2noc(COC(=O)c3ccco3)n2)cc1OC,/,0.4%,19%,-4%,5%,
COc1ccc(C(=O)N2CCN(C(=O)Cc3ccccc3)CC2)cc1OC,27%,0.8%,-11%,0%,-8%,
CCN(CC)CCCCOc1ccccc1OC,5%,i,3%,3%,-2%,
CCOc1cc(N2CCOCC2)c(OCC)cc1NC(=O)COC(=O)/C=C/c1ccc(OC(F)F)cc1,-2%,3.1%,-6%,-12%,1%,
CCCCNC(=O)Nc1nnc(SCC(=O)OCC)s1,4%,0.6%,68%,-8%,-8%,
O=C(COC(=O)/C=C/c1ccccc1[N+](=O)[O-])Nc1ccc2[nH]c(=O)[nH]c2c1,/,i,-1%,-22%,6%,
CC1Cn2c(nnc2-c2cccs2)S1 (stereo unspecified),-10%,1.7%,4%,7%,-8%,

# 5 successive entries from above, quoted:
SMILES,PhoP GFP inhibition,inhibitors of VEEV,tuberculosis growth,influenza NS1A,M. tuberculosis HTS,others
CCN(CC)CCCCOc1ccccc1OC,5%,i,3%,3%,-2%,
CCOc1cc(N2CCOCC2)c(OCC)cc1NC(=O)COC(=O)/C=C/c1ccc(OC(F)F)cc1,-2%,3.1%,-6%,-12%,1%,
CCCCNC(=O)Nc1nnc(SCC(=O)OCC)s1,4%,0.6%,68%,-8%,-8%,
O=C(COC(=O)/C=C/c1ccccc1[N+](=O)[O-])Nc1ccc2[nH]c(=O)[nH]c2c1,/,i,-1%,-22%,6%,
CC1Cn2c(nnc2-c2cccs2)S1 (stereo unspecified),-10%,1.7%,4%,7%,-8%,

# The listing continues.
SMILES,PhoP GFP inhibition,inhibitors of VEEV,tuberculosis growth,influenza NS1A,M. tuberculosis HTS,others
O=C(CN(C(=O)c1csnn1)c1ccc(Br)cc1)NC1CCCC1,2%,1.1%,-9%,-8%,-2%,
O=C(Cn1cnc2c(nnn2Cc2ccc(F)cc2)c1=O)NCC1CCCO1 (stereo unspecified),19%,0.3%,-11%,4%,-3%,
Nc1cc(Cl)c(N)cc1Cl,-3%,3.2%,-5%,7%,-3%,
O=C(O)C(c1ccccc1)N1C(=O)/C(=C\c2ccc(-c3ccccc3Cl)o2)SC1=S (stereo unspecified),-22%,0.1%,20%,11%,0%,
O=C(NCCCCc1ccccc1)c1cccc([N+](=O)[O-])c1,10%,0.1%,30%,5%,5%,
O=C(c1ccccc1)C(C(=O)N1CCc2ccccc2C1)n1ccccc1=O (stereo unspecified),-4%,1.9%,-5%,9%,0%,
CC(=O)N=c1sccn1CC(O)c1ccc(Br)cc1 (stereo unspecified),2%,0.7%,8%,3%,1%,
C=CCOc1cccc(C2C(C(=O)c3ccco3)=C(O)C(=O)N2Cc2ccco2)c1 (stereo unspecified),9%,i,16%,8%,6%,
CNC(=O)C(C#N)(Cc1cc(C(C)=O)ccc1OC)Cc1cc(C(C)=O)ccc1OC,-3%,0.8%,-8%,11%,2%,
CCCCN(C(=O)CNC(=O)c1cccs1)C(C(=O)NC1CCCC1)c1ccncc1 (stereo unspecified),4%,i,10%,-17%,-5%,
Cc1ccccc1N1C(=O)c2ccccc2N2C(=O)c3ccccc3C12 (stereo unspecified),-11%,6.8%,17%,6%,-7%,
CC(C)c1ccc(/C=N/NC(=O)c2cccc(Cl)c2)cc1,1%,4.9%,46%,-3%,6%,
Cc1nc(-c2nnc(SCC(=O)Nc3ccc(C(F)(F)F)cc3)n2C)cs1,10%,i,55%,9%,-4%,
CCCC(O)(CCC)C(=O)NN(C(=O)CCl)c1cccc(C)c1,1%,13%,?,5%,?,
COc1ccccc1NC(=S)N1CCN(C(c2ccccc2)c2ccccc2)CC1,-2%,1.9%,22%,-5%,-4%,
CCc1ccc(C2=CC(c3cc(Br)ccc3F)n3ncnc3N2)cc1 (stereo unspecified),7%,4.2%,5%,5%,17%,
COc1ccccc1CCNC(=O)CC1C(=O)NCCN1CCCc1ccccc1 (stereo unspecified),-10%,0.7%,68%,10%,-11%,
CCc1nnc(NC(=O)c2ccc(-c3cc(C(F)(F)F)ccc3Cl)o2)s1,-3%,4.4%,-10%,0%,0%,
Cc1cccc(Nc2nnc(SCC(=O)NC(=O)CN3CCCC3=O)s2)c1,/,0.6%,8%,2%,-8%,
Cc1cccc(N2CCN(C(=O)CCC(=O)N3Cc4ccccc4Oc4ncccc43)CC2)c1C,-1%,7.4%,34%,5%,55%,
COc1ccc(C(=O)NC2CCCN(Cc3ccccc3F)C2)c(OC)c1OC (stereo unspecified),-5%,2.8%,4%,-4%,-2%,
O=C(NCCc1ccccc1)c1ccc(NC(=O)C2CC2)cc1,/,i,/,-34%,/,
Cc1csc(NC(=O)c2cnc3ccccc3n2)n1,-14%,4.3%,30%,3%,44%,
CCOC(=O)C1CCN(C(=O)c2ccccc2NS(=O)(=O)c2ccc(C)cc2)CC1,-7%,7.8%,3%,-19%,1%,
COc1cccc(OCCOc2ccccc2[N+](=O)[O-])c1,-5%,1.0%,42%,5%,2%,
Cc1cccn2c(=O)c(C=O)c(N3CCN(c4ccc(F)cc4)CC3)nc12,-4%,3.5%,17%,-2%,4%,
Cc1ccc2c(c1)c1c(n2CC(O)Cn2c(C)nc3ccccc32)/C(=N\O)CCC1 (stereo unspecified),-5%,1.6%,32%,5%,?,
O=C(Cc1ccc(Br)cc1)N/N=C/c1cccnc1,-7%,1.6%,30%,-12%,-3%,
Cc1oc2ccc(O)cc2c1C(=O)c1ccc(Br)cc1,-1%,3.4%,32%,-22%,7%,
Cc1ccc(C(=O)NCCN2C3=NC[C@H](Cc4ccc(O)cc4)N3C[C@H]2Cc2ccc(O)cc2)cc1Br,12%,1.1%,?,14%,?,inhibitors of VEEV 10K pilot screen=0.8
CC(C)C(=O)Nc1ccc(S(=O)(=O)N2CC3CC(C2)c2cccc(=O)n2C3)cc1 (stereo unspecified),-12%,0.8%,2%,-11%,0%,
COc1ccccc1NC(=O)Nc1nnc(CC(=O)Nc2ccccc2)s1,0%,/,0%,/,-1%,
CCOC(=O)C1=C(C(F)(F)F)Nc2ncnn2C1c1cccc(OC)c1OC (stereo unspecified),-4%,0.1%,16%,-13%,-3%,
O=[N+]([O-])c1ccc(Oc2ccc(S(=O)(=O)Nc3ccccc3)cc2)cc1,-2%,i,19%,-2%,6%,
COc1ccc(-c2nn(-c3ccccc3)cc2C(=O)NC(=S)NNC(=O)c2ccncc2)cc1,6%,17µM*,?,4%,?,
CC(C)(C)CC(C)(C)c1ccc(O)c(CN2CCN(CCC#N)CC2)c1,-13%,2.1%,47%,10%,21%,
CCOc1ccc(CNS(=O)(=O)c2cc(CN3C(=O)c4cccnc4C3=O)ccc2OC)cc1,-4%,0.6%,-5%,3%,-7%,
COc1cc(/C=C(/C(=O)c2cccs2)c2nc3ccccc3[nH]2)ccc1O,2%,13%,24%,9%,6%,
O=C(Nc1ccccc1)Oc1cccc2cccnc12,/,1.9%,/,2%,/,
COC(=O)c1ccccc1NC(=O)Nc1cccnc1,-15%,1.6%,-7%,-6%,-3%,
O=[N+]([O-])c1nn(-c2ccc3c(c2)OCCO3)n(O)c1=Nc1ccc(Cl)cc1,5%,0.1%,18%,3%,12%,
CN(C)CCCN(Cc1cc2cc3c(cc2[nH]c1=O)OCO3)C(=S)NCc1ccco1,-17%,i,18%,-10%,0%,
O=C(NCc1ccc(OC(F)(F)F)cc1)C1CC(c2cccc(F)c2)=NO1 (stereo unspecified),1%,i,7%,-16%,-3%,
Cn1c(N)c(C(=O)COC(=O)C2=COCCO2)c(=O)n(C)c1=O,6%,0.2%,-6%,-4%,-5%,

# 4 compounds drawn at random from the list so far:
SMILES,PhoP GFP inhibition,inhibitors of VEEV,tuberculosis growth,influenza NS1A,M. tuberculosis HTS,others
O=C(NCc1ccc(OC(F)(F)F)cc1)C1CC(c2cccc(F)c2)=NO1 (stereo unspecified),1%,i,7%,-16%,-3%,
Cn1c(N)c(C(=O)COC(=O)C2=COCCO2)c(=O)n(C)c1=O,6%,0.2%,-6%,-4%,-5%,
CN(C)CCCN(Cc1cc2cc3c(cc2[nH]c1=O)OCO3)C(=S)NCc1ccco1,-17%,i,18%,-10%,0%,
O=[N+]([O-])c1nn(-c2ccc3c(c2)OCCO3)n(O)c1=Nc1ccc(Cl)cc1,5%,0.1%,18%,3%,12%,
